High-throughput results deposited in PubChem by National Center for Advancing Translational Sciences (NCATS).
PI4K2A inh = qHTS for small molecular inhibitors of PI4K2A | Phosphatidylinositol 4-kinase type 2-alpha (Homo sapiens), Q9BTU6 | purified PI4K2A, ADP-Glo luminescence, 1 h; active compounds read low | activity change, negative = inhibition, % at 76.9 µM | actives 0.13% (n = 420,000); in the data active = activity change below about -50%; inconclusive = mostly about -30% to -49%;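 also: -100% = wells without enzyme as full effect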
Target sequence (Q9BTU6 whole entry, looked up): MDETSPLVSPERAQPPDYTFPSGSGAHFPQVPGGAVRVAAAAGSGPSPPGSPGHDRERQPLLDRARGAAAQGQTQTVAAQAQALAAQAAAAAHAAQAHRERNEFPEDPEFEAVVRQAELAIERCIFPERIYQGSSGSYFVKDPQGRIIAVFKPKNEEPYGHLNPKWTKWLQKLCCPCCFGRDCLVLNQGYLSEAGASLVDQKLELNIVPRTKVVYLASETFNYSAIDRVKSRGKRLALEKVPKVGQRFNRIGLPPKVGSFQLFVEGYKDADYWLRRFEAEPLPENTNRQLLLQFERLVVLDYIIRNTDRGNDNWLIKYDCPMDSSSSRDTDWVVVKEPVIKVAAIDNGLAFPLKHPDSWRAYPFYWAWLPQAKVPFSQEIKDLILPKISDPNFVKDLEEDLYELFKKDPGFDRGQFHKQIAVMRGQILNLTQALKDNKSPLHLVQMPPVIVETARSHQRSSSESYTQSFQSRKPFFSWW
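Compounds are screened against recombinant PI4K2A using PI as substrate and ATP, the latter dispensed at 300 microM. Reactions run one hour at ambient temperature before ADP-Glo detection; full inhibition defined by wells lacking enzyme.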
TrxR1 inh = qHTS Assay for Inhibitors of Mammalian Selenoprotein Thioredoxin Reductase 1 (TrxR1): qHTS | Thioredoxin reductase 1, cytoplasmic (Rattus norvegicus), O89049 | recombinant rTrxR1, NADPH fluorescence consumption, selenite substrate | Potency, µM (series often up to 114 µM), for inactives: top-dose activity change, negative = inhibition, hits mostly inhibitors | actives 1% (n = 390,000) | AID 588453, 2011; also: potency is read from the fitted curve at half-maximal effect; % is scaled to controls: 0 for no effect and ±100 for the full control effect; nearly all actives have a fitted effect of over 65% in size
Target sequence (O89049 whole entry, looked up): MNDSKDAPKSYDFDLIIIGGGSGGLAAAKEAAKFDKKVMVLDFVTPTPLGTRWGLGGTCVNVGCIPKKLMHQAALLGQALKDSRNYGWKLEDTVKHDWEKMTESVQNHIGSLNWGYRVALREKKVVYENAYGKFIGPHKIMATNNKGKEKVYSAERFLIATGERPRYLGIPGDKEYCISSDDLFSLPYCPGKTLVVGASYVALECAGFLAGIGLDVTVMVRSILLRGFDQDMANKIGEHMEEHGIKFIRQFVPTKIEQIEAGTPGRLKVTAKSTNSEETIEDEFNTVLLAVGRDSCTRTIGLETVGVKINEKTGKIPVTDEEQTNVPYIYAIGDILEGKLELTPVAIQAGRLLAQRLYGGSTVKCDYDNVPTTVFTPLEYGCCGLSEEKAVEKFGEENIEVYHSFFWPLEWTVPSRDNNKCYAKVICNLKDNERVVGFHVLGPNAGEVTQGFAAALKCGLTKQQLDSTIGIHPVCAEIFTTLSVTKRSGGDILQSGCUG
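Rat TrxR1 (90 nM in the dispensed reagent) was pre-reduced with 400 uM NADPH for 5 min at room temperature, then incubated with compound for 15 min. After 400 uM selenite was added, NADPH fluorescence (Ex 340/Em 450 nm) was followed for 8 min.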
IDH1 R132H inh = qHTS for Inhibitors of mutant isocitrate dehydrogenase 1 (IDH1): qHTS | IDH1-R132H enzyme, NADPH consumption, diaphorase/resazurin fluorescence | Potency, µM (series often up to 76.6 µM), inactives show at the top dose activity change, negative = inhibition, usual class: inhibitors | Isocitrate dehydrogenase [NADP] cytoplasmic (Homo sapiens), O75874 | actives 0.093% (n = 390,000); also: potency is read from the fitted curve at half-maximal effect; % is scaled to controls: 0 for no effect and ±100 for the full control effect; nearly all actives have a fitted effect of over 65% in size
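IDH1-R132H (0.5 ug/mL) preincubated 30 min with compound, then NADPH (0.016 mM) and alpha-KG (2 mM) added; 80 min at RT, pH 7.5. Remaining NADPH coupled via diaphorase/resazurin to fluorescence (540/590 nm); concentration-response curves normalized to no-enzyme control.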
USP1-UAF1 inh = Inhibitors of USP1/UAF1: Primary Screen. Potency, µM (titrated, usually from 57.1 µM), without a hit: at the top dose activity change, negative = inhibition, actives largely listed as inhibitors. recombinant USP1/UAF1, Ub-Rhodamine cleavage fluorescence. actives 0.23% (n = 390,000); also: potency is read from the fitted curve at half-maximal effect; % is scaled to controls: 0 for no effect and ±100 for the full control effect; nearly all actives have a fitted effect of over 60% in size; inactives centre near -12
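High-throughput fluorogenic screen: 1nM USP1/UAF1 complex, Ub-Rho substrate 150nM final, 50mM HEPES pH 7.8 with 0.5mM EDTA, 0.1 mg/ml BSA, 1mM TCEP and 0.01% Tween-20.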
TrxR1 substrate = qHTS Assay for Substrates of Mammalian Selenoprotein Thioredoxin Reductase 1 (TrxR1): qHTS; purified TrxR1 substrate turnover, NADPH consumption readout; actives 0.01% (n = 390,000); Thioredoxin reductase 1, cytoplasmic (Rattus norvegicus), O89049; AID 588456, 2011; Potency, µM (series often up to 114 µM), for the others: top-dose activity change, negative = substrate turnover; also: potency is read from the fitted curve at half-maximal effect; % is scaled to controls: 0 for no effect and ±100 for the full control effect; nearly all actives have a fitted effect of over 50% in size
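Rat TrxR1, dispensed at 90 nM, was prereduced with 400 uM NADPH (final) for 5 min at ~22 deg C, then incubated with compound 15 min before 400 uM selenite. A first-read NADPH fluorescence drop versus no-compound background flagged substrates.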
D2 agonist = HTS Assay for Allosteric Agonists of the Human D2 Dopamine Receptor: Primary Screen for Agonists | D(2) dopamine receptor (Homo sapiens), P14416 | HEK293 T-REx D2 cells, calcium flux agonist mode | activation, % at 2 µM | actives 0.53% (n = 340,000) | AID 485358, 2010;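 active = activation over 3 SD above normal in the single-dose calcium agonist read, cut at about 30% in these data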; also: 0% is about no effect
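Agonism is scored from calcium flux in a force-coupled, inducible HEK293 cell line expressing D2, read kinetically for 180 s after compound addition against dopamine controls.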
D2 antagonist = HTS Assay for Allosteric Antagonists of the Human D2 Dopamine Receptor: Primary Screen for Antagonists | actives 2% (n = 340,000) | HEK293 TREx D2 cells, calcium flux, dopamine EC80 | inhibition, % at 10 µM | D(2) dopamine receptor (Homo sapiens), P14416; in the data active = inhibition above about 30%; also: 0% is about no effect
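Calcium mobilization kinetics were recorded at 1 s intervals in tetracycline-induced HEK293 T-REx D2 cells, first for 180 s after compound addition and then 180 s after EC80 dopamine.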
TRHR ag = qHTS for Small Molecule Agonists and Allosteric Enhancers of Human TRH Receptor: Primary Screen for Agonists; TRHR cells, calcium flux fluo-8, FDSS agonist mode; activation, % at 2 µM; actives 0.18% (n = 360,000); AID 493084, 2011; in the data active = activation above about 30%; also: 0% is about no effect
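In this calcium-flux screen, cells bearing human TRHR are dye-loaded with fluo-8, baselined for 10 cycles, then exposed to library compounds; positive kinetic calcium responses during the agonist phase mark hits, with TRH as control.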
TRHR PAM = qHTS for Small Molecule Agonists and Allosteric Enhancers of Human TRH Receptor: Primary Screen for Enhancers; Thyrotropin-releasing hormone receptor (Homo sapiens), P34981; TRHR cells, fluo-8 calcium fluorescence, EC20 TRH enhancement; enhancement, % at 2 µM; actives 0.66% (n = 360,000); in the data active = enhancement above about 30%; also: 0% is about no effect
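TRHR-expressing cells loaded with fluo-8 calcium dye were read kinetically (ex 480/em 530) during compound addition, then stimulated with an EC20 of TRH (10 nM final). Enhancement of the Gq-mediated intracellular calcium response was scored.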
Starred values were filed as active, the others as inactive; ? = inconclusive; · = not tested or not shown; [ ] = another dose, or the depositor's remark. Unless noted, calls follow the shape of the dose curve; as a rule, active = well fitted inhibition curve with a large enough effect; inconclusive = small, poorly fitted or top-dose-only effect; inactive = no such curve, though single readings can be large or run the other way.

SMILES	PI4K2A inh	TrxR1 inh	IDH1 R132H inh	USP1-UAF1 inh	TrxR1 substrate	D2 agonist	D2 antagonist	TRHR ag	TRHR PAM
CCC(Oc1ccccc1)C(=O)NCCCN1CCOCC1 (stereo unspecified)	5	6%	3%	-22%	1%	-0.3	-6	0.5	-4
O=S(=O)(Nc1cc(Cl)ccc1-n1cncn1)c1ccc(F)cc1	1	27%	-5%	-24%	7%	0.5	-12	0.6	-3
Cc1cc(-c2ccccc2)nc(N/N=C/c2ccc(O)cc2O)n1	2	13%	4%	-26%	3%	0.8	-11	-0.4	-4
CCOC(=O)c1cc(S(=O)(=O)N2CCc3ccccc32)cn1C	1	19%	1%	-18%	2%	-0.7	-15	-0.5	5
Cc1ccc(-c2noc(CCCC(=O)NCC3CCCO3)n2)cc1 (stereo unspecified)	-1	17%	-1%	-6%	3%	0.0	0	1.1	-9
O=C(CN1C(=O)c2ccc(Br)cc2C1=O)NCC1CCCO1 (stereo unspecified)	-1	-19%	-2%	-8%	-15%	-0.1	-5	0.1	3
CC1N(O)C(c2ccc(Cl)cc2Cl)N(O)C1(C)C (stereo unspecified)	1	-3%	8%	-20%	-4%	1.7	-13	2.3	14
O=C(COc1ccccc1)Nc1ccccc1C(=O)NC1CC1	1	10%	4%	-17%	3%	-0.2	2	-0.1	-2
O=C(NN1C(=O)c2ccccc2C1=O)C1CC2CCC1C2 (stereo unspecified)	-6	11%	2%	7%	2%[0.0914 µM]	1.5	-7	-0.1	2
Cc1ccccc1Cn1cnc2c([N+](=O)[O-])c(C)c(C)cc21	3	-7%	3%	-1%	-2%	0.0	-9	0.8	3
CC(C)N(C(=O)Cn1cnc2c(cnn2-c2ccccc2Cl)c1=O)C(C)C	-1	4%	8%	4%	1%	0.5	7	-0.3	0
COc1ccc(C2CC(c3cccs3)=NN2C(=O)COC(=O)C2CCCCC2)cc1OC (stereo unspecified)	2	56%[activator][57.1 µM]	-2%	-19%	44%	-0.2	-5	1.0	4
O=C(NCCc1ccccn1)c1nc(Cn2cc(Br)cn2)no1	3	23%[57.1 µM]	9%	-17%	12%[57.1 µM]	-1.6	3	0.0	-5
C=CCNC(=O)C12CCC(C)(C(=O)[C@H]1Br)C2(C)C (stereo partly specified)	0	11%[11.4 µM]	2%	?	-6%	0.3	2	-0.1	1
CCOCCCNc1ncnc2onc(C)c12	-10	27%	7%	-32%	5%	·	·	1.7	15
CC(Oc1ccc(F)cc1)C(=O)Nc1cccc(-c2nn[nH]n2)c1 (stereo unspecified)	1	-12%	0%	-17%	-9%	·	·	0.0	0
CCCN(CCC)C(=O)Cn1c2ccccc2c2nc(=O)cc(C)n21	-1	18%[57.1 µM]	-4%	-7%	6%[57.1 µM]	-0.9	-31	-0.2	2
COc1ccccc1NS(=O)(=O)c1ccc(C)c(C(=O)NCC2(N(C)C)CCCCC2)c1	-5	18%	-5%	-7%	5%	·	·	0.1	6
CCOC(=O)N1CCN(C(=O)c2cccn3c(=O)c4cc(Cl)ccc4nc23)CC1	-3	12%	0%	-10%	76%[activator]	·	·	·	·
CS(=O)(=O)N1CCCC(C(=O)NCCCN2CCC(Cc3ccccc3)CC2)C1 (stereo unspecified)	8	23%	-3%	-20%	10%	0.7	46*	1.7	-6
CCCNC(=O)[C@H]1N2C(=O)c3c(ccc(OC)c3OC)C2SC1(C)C (stereo partly specified)	0	3%[57.1 µM]	3%	-5%	10%[57.1 µM]	0.1	-19	-0.4	9
O=C(c1ccco1)N1CCN(S(=O)(=O)c2ccc3c(c2)CCN3C(=O)C2CCC2)CC1	-3	-7%	4%	-22%	-5%	0.3	-13	-0.1	-5
Brc1ccc2ncnc(NCc3ccco3)c2c1	-14	2%	7%	-27%	8%	-0.8	2	-0.6	0
CCN(C(=O)CSc1nnc(Cc2ccccc2F)n1N)C1CCS(=O)(=O)C1 (stereo unspecified)	-5	-16%	-2%	-18%	0%	1.4	-6	0.1	-3
COC(=O)c1ccc(NC(=O)CC2C(=O)N(c3cccc(C)c3)C(=O)N2Cc2ccco2)cc1 (stereo unspecified)	-5	18%	-15%	-21%	-3%	-0.4	·	-0.1	7
CC(=O)Oc1ccccc1C(=O)N(C1CCCCC1)C1CCCCC1	7	18%	-9%	-21%	4%	0.5	4	0.8	-5
Cc1ccc(C)c(C(=O)C(C)OC(=O)CN2C(=O)NC3(CC(C)CC(C)(C)C3)C2=O)c1 (stereo unspecified)	1	-6%	-1%	-16%	-10%	0.7	3	-0.2	-7
CC(=O)N1c2ccc(S(=O)(=O)N3CCCC3)cc2CC1C(=O)NCc1cccc(F)c1 (stereo unspecified)	2	12%	-7%	-22%	1%	-0.4	1	0.1	-3
Cc1ccc(-c2cc(-c3ccco3)c3c(N)c(C(=O)NN)oc3n2)cc1	3	-7%	?	-8%	-11%	-2.6	7	-1.6	5
O=C(CCC1N=C2c3ccccc3N=C(SCc3cccc(F)c3)N2C1=O)NCCc1ccccc1 (stereo unspecified)	2	-4%[57.1 µM]	-2%	-35%	15%[57.1 µM]	·	·	0.4	-1

Taken from above.
Result of CCN(C(=O)CSc1nnc(Cc2ccccc2F)n1N)C1CCS(=O)(=O)C1 (stereo unspecified) in TRHR ag: 0.1
Result of CC(=O)Oc1ccccc1C(=O)N(C1CCCCC1)C1CCCCC1 in TRHR ag: 0.8
Result of COc1ccccc1NS(=O)(=O)c1ccc(C)c(C(=O)NCC2(N(C)C)CCCCC2)c1 in TRHR ag: 0.1

The list continues.
SMILES	PI4K2A inh	TrxR1 inh	IDH1 R132H inh	USP1-UAF1 inh	TrxR1 substrate	D2 agonist	D2 antagonist	TRHR ag	TRHR PAM
CSC1=C(C#N)C(CC(C)C)C(C(C)=O)=C(C)N1 (stereo unspecified)	4	-4%[57.1 µM]	13%	-12%	7%	-1.0	-21	0.0	1
C[C@@H](C(=O)NCCc1ccc(F)cc1)N1C(=O)N2CCc3c([nH]c4ccccc34)[C@@]2(C)C1=O	1	5%	-8%	7%	-4%	-0.4	24	-0.6	-4
O=C(CSc1nnc(-c2ccc(O)cc2)o1)N1CCOCC1	-1	-3%	0%	-5%	-6%	-1.1	-10	0.0	2
Cn1c(-c2ccc([N+](=O)[O-])cc2)nc2ccccc21	0	27%	0%	-21%	9%	-1.8	-3	-3.4	-1
CCN(CC)C(=O)C1CCCN(Cc2cccc(Oc3ccccc3)c2)C1 (stereo unspecified)	-1	17%	2%	-21%	2%	-0.8	13	-0.1	-3
COc1cc2c(cc1NC(=O)CN1CCN(S(=O)(=O)c3ccccc3F)CC1)oc1ccccc12	2	19%[57.1 µM]	3%	-20%	-6%	0.6	10	-1.0	10
Cc1ccc(NC(=O)CSc2c3c(nc4ccccc24)CCCC3)cc1F	-6	-12%	20%	-16%	-6%	0.5	·	-0.8	0
Cc1ccc(CSc2nc3ccccc3c(=O)[nH]2)cc1	7	25%[57.1 µM]	11%	0%	7%[57.1 µM]	-0.3	0	0.5	1
CCN1CCN(Cc2ccc(NC(=O)c3ccc(C)c(NC(=O)c4cc(-c5ccc(Br)cc5)n[nH]4)c3)cc2C(F)(F)F)CC1	-4	29%	1%	-7%	1%	0.6	-7	0.2	0
C=C(C)C(=O)Nc1cccnc1Oc1ccc(F)cc1	-8	18%[57.1 µM]	9%	?	14%[57.1 µM]	0.7	-4	-1.6	-1
N#Cc1sc2nc3c(c(-c4ccco4)c2c1N)CCCC3	-3	-14%	1%	-21%	-4%	-1.0	14	-0.7	2
Cc1nnc2c(N3CCN(c4ccccc4F)CC3)nc3ccccc3n12	-10	18%	0%	-14%	-4%	0.4	·	0.7	7
CC(=O)Nc1ncc(Cc2ccc(Cl)cc2Cl)s1	6	9%	8%	-15%	-2%	-0.3	3	1.0	-1
Cn1c(=O)c2c(nc(SCC(=O)Nc3ccccc3F)n2Cc2ccccc2F)n(C)c1=O	-2	1%	·	-12%	-1%	1.2	·	-0.6	-3
CC(NC(=O)CC1CCCCC1)c1ccccc1 (stereo unspecified)	-6	8%[57.1 µM]	6%	-18%	-10%	0.1	-22	0.0	-3

One compound at a time, as listed above. Values in the order: PI4K2A inh, TrxR1 inh, IDH1 R132H inh, USP1-UAF1 inh, TrxR1 substrate, D2 agonist, D2 antagonist, TRHR ag, TRHR PAM
Results for CCOCCCNc1ncnc2onc(C)c12 : -10, 27%, 7%, -32%, 5%, ·, ·, 1.7, 15
Results for Cc1ccc(NC(=O)CSc2c3c(nc4ccccc24)CCCC3)cc1F : -6, -12%, 20%, -16%, -6%, 0.5, ·, -0.8, 0
Results for CCC(Oc1ccccc1)C(=O)NCCCN1CCOCC1 (stereo unspecified) : 5, 6%, 3%, -22%, 1%, -0.3, -6, 0.5, -4
Results for CC(=O)Nc1ncc(Cc2ccc(Cl)cc2Cl)s1 : 6, 9%, 8%, -15%, -2%, -0.3, 3, 1.0, -1

Fetched by compound from the entries so far (2):
SMILES	PI4K2A inh	TrxR1 inh	IDH1 R132H inh	USP1-UAF1 inh	TrxR1 substrate	D2 agonist	D2 antagonist	TRHR ag	TRHR PAM
Cc1ccc(CSc2nc3ccccc3c(=O)[nH]2)cc1	7	25%[57.1 µM]	11%	0%	7%[57.1 µM]	-0.3	0	0.5	1
CC(NC(=O)CC1CCCCC1)c1ccccc1 (stereo unspecified)	-6	8%[57.1 µM]	6%	-18%	-10%	0.1	-22	0.0	-3
